MITF inh – inhibitors of human MITF; AlphaScreen MITF homodimerization, bead proximity signal; 650,000 tested, 0.91% active; inhibition, % at 2.6 µM; O75030; in the data active means inhibition above about 50%;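 further: 0% = vehicle wells with protein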
Target sequence (O75030 whole entry, looked up): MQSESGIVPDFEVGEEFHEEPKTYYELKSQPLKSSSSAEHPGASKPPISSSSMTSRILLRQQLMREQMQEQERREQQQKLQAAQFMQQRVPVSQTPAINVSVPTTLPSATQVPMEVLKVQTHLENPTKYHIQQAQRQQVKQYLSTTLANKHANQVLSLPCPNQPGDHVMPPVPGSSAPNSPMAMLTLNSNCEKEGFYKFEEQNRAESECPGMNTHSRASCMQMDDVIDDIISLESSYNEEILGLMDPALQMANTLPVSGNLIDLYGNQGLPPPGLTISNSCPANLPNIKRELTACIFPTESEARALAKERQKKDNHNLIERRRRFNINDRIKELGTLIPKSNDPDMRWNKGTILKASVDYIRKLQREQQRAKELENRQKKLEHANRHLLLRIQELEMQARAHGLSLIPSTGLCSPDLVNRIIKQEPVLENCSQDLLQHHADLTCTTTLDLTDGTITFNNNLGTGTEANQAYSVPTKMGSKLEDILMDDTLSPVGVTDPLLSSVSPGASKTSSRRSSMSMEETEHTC
GPR151 activ – activators of human GPR151 | activation, % at 11.2 µM | 650,000 tested, 1% active | PathHunter beta-arrestin GPR151 cells, luminescence | Q8TDV0; in the data active means activation above about 4.9%;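 further: 0% = median of compound wells and 100% = cells with positive control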
Target sequence (Q8TDV0 whole entry, looked up): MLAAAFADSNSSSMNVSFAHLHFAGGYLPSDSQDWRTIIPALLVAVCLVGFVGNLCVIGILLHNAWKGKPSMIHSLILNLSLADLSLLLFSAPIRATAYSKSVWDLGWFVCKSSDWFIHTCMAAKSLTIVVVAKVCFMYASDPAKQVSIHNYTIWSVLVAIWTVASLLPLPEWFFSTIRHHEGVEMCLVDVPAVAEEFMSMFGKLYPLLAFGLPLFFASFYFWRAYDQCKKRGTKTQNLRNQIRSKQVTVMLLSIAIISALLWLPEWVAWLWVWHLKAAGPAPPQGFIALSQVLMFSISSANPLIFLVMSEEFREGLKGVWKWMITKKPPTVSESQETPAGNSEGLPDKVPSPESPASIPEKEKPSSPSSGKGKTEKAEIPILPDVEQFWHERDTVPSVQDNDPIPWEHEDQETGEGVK
TEAD-YAP block – TEAD-YAP interaction inhibition | HEK-TIYL cells, TEAD-Gal4/YAP UAS-luciferase luminescence | inhibition, % at 9.12 µM | 640,000 tested, 1.4% active | AID 1259422; in the data active means inhibition above about 32%;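 further: 0% = median of test compound wells and 100% = reference inhibitor wells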
FBW7 activator – activators of human E3 ligase FBW7; normalized activity (activation), % at 26.1 µM; 650,000 tested, 0.13% active; AID 1259310; AlphaScreen FBW7–phospho-cyclin E peptide binding, activator screen; in the data active means normalized activity above about 1.9%;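 further: purified mutant Fbw7 with reduced substrate affinity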
* = called active by the depositor.

Screening O=C1CC(N2CCN(c3nc4ccccc4s3)CC2)C(=O)N1c1cccc(F)c1 (centres undefined) returned MITF inh -1.5, GPR151 activ -1.7, TEAD-YAP block -2.1 and FBW7 activator 0.1.
`OC(COc1ccccc1)CN1CCN(c2ccc3cccc(-c4ccncc4)c3n2)CC1` (centres undefined) gave MITF inh 6.7, GPR151 activ -0.3, TEAD-YAP block 7.9 and FBW7 activator 0.5.
Screening O=S(=O)(NCc1ccccn1)c1cc(C(F)(F)F)ccc1Cl returned MITF inh -1.4, GPR151 activ -1.0, TEAD-YAP block -7.5 and FBW7 activator 0.0.
For Brc1ccc(CN2CCN(c3ccccn3)CC2)cc1 the results were MITF inh 52.6*, GPR151 activ -0.3, TEAD-YAP block 8.6 and FBW7 activator 0.3.
CCCNc1nc(Nc2ccncn2)nc2c1ncn2CCN1CCCC1=O was read as MITF inh 7.1, GPR151 activ 1.5, TEAD-YAP block -14.5 and FBW7 activator 0.1.
Screening CCC(Sc1nc(NCCc2ccc(OC)c(OC)c2)c2ccccc2n1)C(=O)Nc1ccc2c(c1)OCO2 (centres undefined) returned MITF inh 10.0, GPR151 activ -0.2, TEAD-YAP block 5.6 and FBW7 activator 0.0.
`CCOC(=O)C1CCC(CN(Cc2ccc(Cl)cc2)S(=O)(=O)c2ccc(F)cc2)CC1` (centres undefined) gave MITF inh -2.4, GPR151 activ 3.3, TEAD-YAP block 0.6 and FBW7 activator 0.2.
Screening CC(C)COC(=O)c1ccccc1N1C(=O)c2ccc(C(=O)O)cc2C1=O returned MITF inh 18.3, GPR151 activ 1.2, TEAD-YAP block -15.9 and FBW7 activator 1.3.
`Cc1cc(-c2ccc(/C=C3\SC(=O)NC3=O)o2)ccc1[N+](=O)[O-]` gave MITF inh 19.7, GPR151 activ -1.2, TEAD-YAP block 5.0 and FBW7 activator 0.2.
For CC(C)(C)NC(=O)Cn1nc(C(=O)O)c2ccccc2c1=O the results were MITF inh -7.2, GPR151 activ 5.9*, TEAD-YAP block -7.4 and FBW7 activator -0.2.
COc1cccc(C(=O)NNC(=O)Cc2csc(N)n2)c1 was read as MITF inh -5.7, GPR151 activ 0.6, TEAD-YAP block 4.1 and FBW7 activator -0.5.
`Cc1ccccc1C(=O)Nc1ccc(NC(=O)c2ccc(C(C)(C)C)cc2)cc1` gave MITF inh 7.9, GPR151 activ 0.9, TEAD-YAP block -0.3 and FBW7 activator 0.0.
Cc1ccccc1C(=O)NNS(=O)(=O)c1ccc(F)cc1 was read as MITF inh 0.6, GPR151 activ 0.2, TEAD-YAP block -8.6 and FBW7 activator -0.1.
Screening COc1cc(OC)c(NC(=O)c2sc3ncnc(N4CCN(c5ccccc5F)CC4)c3c2C)cc1Cl returned MITF inh 1.5, GPR151 activ 0.3, TEAD-YAP block -2.4 and FBW7 activator -0.1.
`O=C(CCNC(=O)c1ccccc1)N/N=C/c1ccc([N+](=O)[O-])cc1` gave MITF inh 10.2, GPR151 activ 0.1, TEAD-YAP block 4.8 and FBW7 activator 0.0.
O=C1C2CC2C(=O)N1Cc1ccncc1 (centres undefined) was read as MITF inh -7.1, GPR151 activ 0.5, TEAD-YAP block 5.1 and FBW7 activator -0.1.
For COc1ccc(F)c(CN2CCC3(CCC(CNC(=O)c4cc(C)nn4C)O3)CC2)c1 (centres undefined) the results were MITF inh 20.7, GPR151 activ -0.8, TEAD-YAP block 6.8 and FBW7 activator 0.0.
For Cc1ccc(-n2nc3c(c2NC(=O)c2ccc(S(=O)(=O)N(C)C)cc2)CS(=O)(=O)C3)cc1 the results were MITF inh 3.9, GPR151 activ -1.3, TEAD-YAP block -4.4 and FBW7 activator 0.0.
`Cc1cc(NC(=O)c2sc3ncnc(N4CCN(c5ccccc5F)CC4)c3c2C)no1` gave MITF inh 22.1, GPR151 activ 0.4, TEAD-YAP block -1.5 and FBW7 activator -0.3.
`CC(C)C(=O)N1CCN(c2cccc(Cl)c2)CC1` gave MITF inh 2.0, GPR151 activ -0.7, TEAD-YAP block 5.8 and FBW7 activator 0.3.
For CCOc1ccc2[nH]c(=O)c(CN(Cc3ccc(F)cc3)C(=O)N(C)C)cc2c1 the results were MITF inh -0.7, GPR151 activ 0.1, TEAD-YAP block -9.1 and FBW7 activator -0.1.
For O=[N+]([O-])c1ccccc1C(N1CCOCC1)N1CCOCC1 the results were MITF inh 3.0, GPR151 activ -1.1, TEAD-YAP block 4.2 and FBW7 activator 0.1.
`Cc1ccccc1-n1ncc2c(=O)n(CC(=O)NCc3ccc4c(c3)OCO4)cnc21` gave MITF inh -0.6, GPR151 activ -0.1, TEAD-YAP block 9.4 and FBW7 activator 0.0.
O=C1CCCC(=O)N1c1ccc(NCCc2ccc(O)cc2)c([N+](=O)[O-])c1 was read as MITF inh 4.5, GPR151 activ 1.6, TEAD-YAP block 1.6 and FBW7 activator -0.3.
For COc1ccc(NC(=O)c2ccc(N(C)S(=O)(=O)c3ccc(C)cc3)cc2)cc1 the results were MITF inh 9.7, GPR151 activ 1.4, TEAD-YAP block -14.1 and FBW7 activator -0.1.
`COc1ccc(CN(N=Nc2nonc2C)c2nonc2C)cc1` gave MITF inh 4.4, GPR151 activ -0.1, TEAD-YAP block -2.8 and FBW7 activator 0.0.
For CCCn1c(NC(=O)Cc2ccc(OC)c(OC)c2)nc2ccccc21 the results were MITF inh 0.9, GPR151 activ 1.6, TEAD-YAP block 10.9 and FBW7 activator -0.1.
Screening CCc1ccc(N2NC(=O)/C(=C/c3cc([N+](=O)[O-])cc(OC)c3O)C2=O)cc1 returned MITF inh 3.1, GPR151 activ -0.9, TEAD-YAP block 3.1 and FBW7 activator 0.3.
CC(C)CCn1c(Cc2ccccc2)nc2ccccc21 was read as MITF inh -7.7, GPR151 activ 1.2, TEAD-YAP block -10.7 and FBW7 activator -0.1.
O=C(Nc1cccc(C(=O)n2nnc3ccccc32)c1)c1ccccc1 was read as MITF inh -8.7, GPR151 activ -8.3, TEAD-YAP block -9.4 and FBW7 activator 0.1.
`Cc1cc(-c2cncnc2C2CCN(CC(N)=O)CC2)on1` gave MITF inh 11.0, GPR151 activ 1.4, TEAD-YAP block -1.0 and FBW7 activator 0.4.
Cc1cc(=O)nc2c3ccccc3n(C(C)C(=O)NCCC3=CCCCC3)n12 (centres undefined) was read as MITF inh 2.4, GPR151 activ 0.1, TEAD-YAP block 4.1 and FBW7 activator 0.1.
Screening CCN1CCN(C(=O)c2sc3ncnc(N4CCN(c5ccc(OC)cc5)CC4)c3c2C)CC1 returned MITF inh 8.9, GPR151 activ 0.1, TEAD-YAP block 11.5 and FBW7 activator 0.0.
`CCCn1c(=O)c2c(nc3n2CC(C)CN3Cc2ccccc2)n(C)c1=O` (centres undefined) gave MITF inh 0.4, GPR151 activ -0.3, TEAD-YAP block 3.6 and FBW7 activator -0.4.
Screening CCn1c(CCl)nc2cc(S(=O)(=O)N3CCOCC3)ccc21 returned MITF inh 9.1, GPR151 activ 0.3, TEAD-YAP block 0.2 and FBW7 activator 0.1.
`COc1ccc(C[C@@H]2NC(=O)[C@H]3CN(Cc4sccc4C)CCN3C2=O)cc1` gave MITF inh -2.2, GPR151 activ -0.4, TEAD-YAP block -11.0 and FBW7 activator 0.2.
Screening Cc1cc(Cl)ccc1OCC(=O)OCC(=O)c1ccc2c(c1)OCCO2 returned MITF inh 10.2, GPR151 activ 4.4, TEAD-YAP block 1.1 and FBW7 activator 0.4.
Screening COc1cccc(NC(=O)c2cc([N+](=O)[O-])ccc2Cl)c1 returned MITF inh -23.4, GPR151 activ -0.1, TEAD-YAP block 19.3 and FBW7 activator 0.1.
Screening CCCC(=O)Nc1ccc(NC(=O)COc2ccc(CC)cc2)cc1 returned MITF inh 12.2, GPR151 activ 1.9, TEAD-YAP block 1.9 and FBW7 activator 0.2.
For CC(C)N(CCNC(=O)c1cccc(N2CCC(N3CCOCC3)CC2)n1)C(C)C the results were MITF inh -8.7, GPR151 activ 1.2, TEAD-YAP block -5.0 and FBW7 activator 0.0.
Screening COc1ccc(CCNC(=O)c2ccnc(Cl)c2)cc1 returned MITF inh -12.4, GPR151 activ 0.1, TEAD-YAP block 4.1 and FBW7 activator 0.2.
N#C/C(=C\C=C\c1ccco1)c1nc2c(s1)CCCC2 was read as MITF inh 23.0, GPR151 activ -0.4, TEAD-YAP block -50.1 and FBW7 activator 1.2.
`O=S(=O)(c1ccccc1)c1nc(-c2ccccc2)oc1N1CCOCC1` gave MITF inh 12.9, GPR151 activ -0.2, TEAD-YAP block -1.8 and FBW7 activator -0.1.
For CN(C1CCCCC1)S(=O)(=O)c1ccc(F)c(F)c1 the results were MITF inh -7.7, GPR151 activ 0.1, TEAD-YAP block -0.9 and FBW7 activator -0.1.
CCCNc1ccc2ncc(-c3ccccc3CO)n2n1 was read as MITF inh -3.6, GPR151 activ -0.5, TEAD-YAP block -14.8 and FBW7 activator -0.2.
For O=[N+]([O-])c1ccc(CN2CCN(c3ncccn3)CC2)o1 the results were MITF inh 57.6*, GPR151 activ 0.2, TEAD-YAP block 8.8 and FBW7 activator 0.2.
Cc1cccc(C(=O)N2CCN(c3oc(-c4ccccc4)nc3C#N)CC2)c1 was read as MITF inh 12.9, GPR151 activ 0.7, TEAD-YAP block 7.5 and FBW7 activator 0.4.
Screening CC(=O)OC(CN1CCCCCC1)c1ccccc1 (centres undefined) returned MITF inh -2.8, GPR151 activ 3.2, TEAD-YAP block -1.0 and FBW7 activator -0.1.
Screening CC1CCc2c(sc3nc(C4CC4)nc(SCC(=O)N4CCOCC4)c23)C1 (centres undefined) returned MITF inh 1.5, GPR151 activ 0.1, TEAD-YAP block 2.6 and FBW7 activator 0.3.
For COC(=O)CN(c1ccccc1C)S(=O)(=O)c1ccc(C)cc1 the results were MITF inh 1.0, GPR151 activ 1.3, TEAD-YAP block 13.5 and FBW7 activator -0.1.
Cn1c(=O)[nH]c(=O)c2c1nc1n2CC(O)CN1c1cccc2ccccc12 (centres undefined) was read as MITF inh -4.8, GPR151 activ 0.2, TEAD-YAP block -7.8 and FBW7 activator 0.1.
Screening Cc1ccc(CNC(=O)CSc2nc3ccccc3c(=O)n2CC2CCC(C(=O)NCC3CCCO3)CC2)cc1 (centres undefined) returned MITF inh 4.4, GPR151 activ -0.3, TEAD-YAP block 1.1 and FBW7 activator -0.2.
COc1ccc(CC(=O)NCC2CCCN(Cc3ccc(SC)cc3)C2)cc1 (centres undefined) was read as MITF inh 3.8, GPR151 activ -1.2, TEAD-YAP block 2.1 and FBW7 activator -0.1.
CCCc1nc2c(c3c1[nH]c1ccc(Br)cc13)C(=O)CC(C)(C)C2 was read as MITF inh -17.3, GPR151 activ 0.0, TEAD-YAP block 2.5 and FBW7 activator 0.0.
For O=C(NCc1ccc(F)cc1)C1CCCN(C(=O)N2CCOc3ccccc32)C1 (centres undefined) the results were MITF inh -4.4, GPR151 activ -0.1, TEAD-YAP block 7.2 and FBW7 activator -0.2.
Screening CC(CNC(=O)c1ccc(F)cc1)CN(C)C (centres undefined) returned MITF inh 3.4, GPR151 activ 2.1, TEAD-YAP block 3.1 and FBW7 activator 0.0.
Screening COc1ccc2[nH]c(=O)c(CN(Cc3ccccc3OC)C(C)=O)cc2c1 returned MITF inh -6.2, GPR151 activ -0.8, TEAD-YAP block -12.7 and FBW7 activator 0.1.
`COc1ccc(N(C(=O)Nc2ccccc2C)C2=NCCC2)cc1` gave MITF inh 13.5, GPR151 activ -1.2, TEAD-YAP block -3.8 and FBW7 activator 0.3.
O=c1nc(-c2ccccc2)cc(C(F)(F)F)[nH]1 was read as MITF inh 18.4, GPR151 activ 0.0, TEAD-YAP block 3.4 and FBW7 activator 0.2.
Screening CC(C)c1[nH]nc2c1C(c1ccc(F)c(Br)c1)C(C#N)=C(N)O2 (centres undefined) returned MITF inh -5.8, GPR151 activ -0.9, TEAD-YAP block -6.3 and FBW7 activator -0.2.
`CCOC(=O)c1sc(Nc2c(Cl)cc(S(N)(=O)=O)cc2Cl)nc1C` gave MITF inh 25.1, GPR151 activ 1.1, TEAD-YAP block 0.0 and FBW7 activator 1.0.
Screening Cc1ccccc1C1C(C#N)=C(N)Oc2cc(N)ccc21 (centres undefined) returned MITF inh 12.4, GPR151 activ 2.4, TEAD-YAP block 3.4 and FBW7 activator 0.3.
